IAP activation – activators of mouse IAP, confirmation, biochemical, luminescence, single concentration (AID 434970); purified mouse IAP, CDP-Star luminescence, 30 min; active compounds read low; activity change, negative = activation, % at 10 µM; hit rate 2.9% among 11,000; in the data active = activity change below about -85%;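 also: percent relative to enzyme plus DMSO wells and wells without enzyme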
IAP activation Fold change – also measured in IAP activation; calls as there; activation factor; measured here: IAP activation factor; active compounds read high;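 fold luminescence change scaled to plate control wells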
Numbers without * were called inactive.

SMILES	IAP activation	IAP activation Fold change
CC1CC(C)CN(S(=O)(=O)c2ccc(NC(=O)[C@@H]3CCCN3C(=O)c3cccs3)cc2)C1 (stereo not given in full)	-9	1.1
Cc1ccc(NC(=O)c2ccc(OC(=O)c3cc4ccccc4o3)cc2)cc1	4	0.96
CCCN=C1N(C)C[C@@H]2[C@@H]3C(=O)N(C)C(=O)[C@@H]3[C@](CC)(C(=O)OC)N12	8	0.92
O=C(CSc1nc2c(sc3ccccc32)c(=O)n1CCO)NCC1CCCO1 (stereo not given)	28	0.72
O=C(OCc1nnc(-c2ccccc2)o1)c1ccco1	1	0.99
Cc1ccc(Cc2cnc(N)s2)o1	58	0.42
CCOC(=O)C1CCN(S(=O)(=O)c2cccc3nonc23)CC1	10	0.9
O=C1c2ccccc2C(=O)c2c1cccc2N1CCOCC1	11	0.89
CCCCCOc1ccccc1C(=O)NCC(=O)O	-2	1
COc1ccc(OCCN(C)Cc2ccccc2)cc1	-2	1
COc1ccc(-c2cc(C(F)(F)F)nc(N3CCN(C)CC3)n2)cc1OC	17	0.83
CSCCC(NS(=O)(=O)/C=C/c1ccccc1)C(=O)N1CCC(C)CC1 (stereo not given)	-3	1
Cc1ccc(S(=O)(=O)N(C)C[C@H]2Oc3c(NC(=O)Nc4cccc5ccccc45)cccc3C(=O)N([C@@H](C)CO)C[C@@H]2C)cc1	-214*	3.1*
CC[C@]12c3[nH]c4cc(-c5ccco5)ccc4c3CCN1C(=O)[C@@H](CC(=O)NCCCN(C)C)C[C@@H]2C(=O)N1CCN(C(=O)c2ccco2)CC1	-13	1.1
COc1ccc2[nH]c3c(c2c1)CCN1C(=O)C(CC(=O)NCc2ccco2)C[C@H](C(=O)N2CCOCC2)[C@@]31C (stereo not given in full)	-13	1.1
CCOC(=O)c1sc(NC(=O)CSc2nnc(C(C)C)n2CC)nc1C	-1	1
CCOC(=O)C1=CN(CC)S(=O)(=O)NC1CCc1ccccc1 (stereo not given)	-10	1.1
Cc1ccc2c(n1)CC(C)(C)C/C2=N\O	0	1
O=C(Nc1ccc(Cl)cc1)C1CCN(C(=O)NC2CCCCC2)CC1	9	0.91
NNC(=O)c1oc2nc(-c3ccco3)cc(-c3ccco3)c2c1N	72	0.28
COc1cccc(C(=O)Nc2ccc(N(C)C)cc2)c1OC	2	0.98
CC(=O)NC12CC3CC(C1)CC(C(=O)OCC(=O)NC(=O)c1cccn1C)(C3)C2	6	0.94
CCOc1ccc(C2=[N+]([O-])C(C)(C)N(O)C2(C)C)cc1	6	0.94
CC(Sc1ncc(C#N)c(N)n1)C(=O)Nc1ccccc1 (stereo not given)	2	0.98
CC(=O)c1cccc(NC(=O)Nc2c(C)nn(C)c2C)c1	2	0.98
c1coc(Cn2nnnc2CN2CCN(C3CCCC3)CC2)c1	6	0.94
CC(C)N(C(=O)[C@H]1C[C@H](CC(=O)NC(C)(C)C)C(=O)N2CCc3c([nH]c4cc(-c5ccco5)ccc34)[C@]12C)C(C)C	-9	1.1
CC(C)(C)c1cc(CN2CCCCC2)cc(C(C)(C)C)c1O	9	0.91
COc1cccc(N/C(C)=C/C(=O)c2ccc(Br)cc2)c1	0	1
COc1ccc(-c2nn3c(-c4ccc(F)cc4)nnc3s2)cc1	2	0.98
CC(=O)c1sc(Nc2nc3ccc(F)cc3s2)nc1C	-1	1
CCOC(=O)C1=C(C)N(C)C(C)=C(C(=O)OCC)C1c1ccccc1	7	0.93
Cc1cc(N2CC(C(=O)NCc3cccs3)CC2=O)ccc1C(C)C (stereo not given)	-10	1.1
CCOC(=O)C1=C(C)NC(=O)C(C(N)=O)C1c1ccccc1 (stereo not given)	-4	1
N#Cc1nc(COc2ccccc2)oc1NCCN1CCOCC1	5	0.95
CC[C@]1(C(=O)OC)[C@H]2C(=O)N(C)C(=O)[C@H]2[C@H]2CN=C(SCc3ccc(C(=O)OC)cc3)N21	5	0.95
CC1=NN(c2ccc(N)cc2)C(=O)C1	14	0.86
CCOC(=O)c1nnsc1NC(C)=O	2	0.98
OC(c1cccc(OCc2ccccc2)c1)c1nnc(-c2ccccc2)o1 (stereo not given)	-3	1
Cc1[nH]ccc(=O)c1OCc1c(Cl)cccc1Cl	4	0.96
CCN1CCC(=NNC(=O)c2ccco2)CC1	10	0.9
O=S1(=O)c2ccccc2N=NN1Cc1ccc(Cl)c(Cl)c1	3	0.97
CCS(=O)(=O)N1CCN(C(=O)c2cccc(OC)c2)CC1	-1	1
Cc1[nH]n(-c2cccc(Cl)c2)c(=O)c1/C=N/n1c(C)nc2ccccc2c1=O	1	0.99
Cc1cc(C)nc(SCc2nnc(SCC(=O)Nc3nccs3)n2Cc2ccco2)n1	2	0.98
CCOc1cccc(N2C(=O)CC(N3CCN(c4nc5ccccc5s4)CC3)C2=O)c1 (stereo not given)	4	0.96
NC(=O)c1c(NC(=O)CSc2nnc(-c3ccco3)n2-c2ccccc2)sc2c1CCC2	24	0.76
Cc1cc(C)c2ccc(N)nc2c1O	-1	1
Cc1cc2oc(=O)cc(-c3ccccc3)c2c(C)c1-c1ccc(C(F)(F)F)cc1	15	0.85
Oc1cccc(C=NCc2ccccc2)c1O	63	0.37
(cont.)
SMILES	IAP activation	IAP activation Fold change
Cc1oc2ccc(OCc3ccc(F)cc3)cc2c1C(=O)O	14	0.86
Cc1ccccc1NC(=O)CCN1CCN(Cc2ccccc2)CC1	-13	1.1
O=C(ON=C1CCN(S(=O)(=O)c2ccccc2)CC1)c1ccccc1	1	0.99
CCCN=C1N(CC)C[C@@H]2[C@@H]3C(=O)N(C)C(=O)[C@@H]3[C@](CC)(C(=O)OC)N12	-5	1.1
CC1(C)CC(=O)C=C(N2CCNCC2)C1	0	1
O=C(N/N=C1\CCCc2ccccc21)c1ccc([N+](=O)[O-])cc1Cl	0	1
O=C1/C(=C\c2ccco2)SC(=S)N1C1CCS(=O)(=O)C1 (stereo not given)	71	0.29
Nc1nc(C(=O)N2CCOCC2)nn1S(=O)(=O)c1ccc(Cl)cc1	2	0.98
CC(=O)C1=C(C)NC(=O)NC1c1cc(Br)ccc1OCC#N (stereo not given)	0	1
Cc1nn(C)c(Oc2ccccc2)c1CCNS(=O)(=O)c1ccc(F)cc1	-10	1.1
O=c1[nH]c2ccc(S(=O)(=O)NCc3ccccn3)cc2s1	4	0.96
CCN(CC)C(=O)[C@H]1CC(CC(=O)NCc2ccco2)C(=O)N2CCc3c([nH]c4ccc(OC)cc34)[C@]12C (stereo not given in full)	-3	1
O=C(O)CSc1nnc(CNc2cccc(C(F)(F)F)c2)n1Cc1ccco1	7	0.93
CCCCCCN1C(=O)CC(NC(=O)OCC2c3ccccc3-c3ccccc32)C/C=C\C1C(C)C (stereo not given)	-19	1.2
Cc1cccc(N(C)C(=O)CCS(=O)(=O)c2cccc3nonc23)c1	-2	1
Cc1c(Cl)cccc1NC(=O)CC1NCCNC1=O (stereo not given)	4	0.96
COc1ccc(Cn2nnnc2CN2CCc3ccccc3C2)cc1	-8	1.1
CCN(C(=O)C(C)N1C(=O)/C(=C/c2ccco2)SC1=S)C1CCS(=O)(=O)C1 (stereo not given)	70	0.3
CCOC(=O)CC(=O)CSc1nc2c(C)c(C)ccc2cc1C	2	0.98
COc1ccc(C(c2nnnn2CS(=O)(=O)c2ccc(C)cc2)N2CCN(c3ncccn3)CC2)cc1 (stereo not given)	8	0.92
CC(C)NS(=O)(=O)c1ccc(CCC(=O)NCc2ccco2)cc1	11	0.89
COc1ccc(NC(=O)C2CCN(C(=O)NC3CCCCC3)CC2)c(OC)c1	9	0.91
COc1cc(NC(=O)CN(c2cc(C)cc(C)c2)S(=O)(=O)c2c(C)noc2C)cc(OC)c1	-83	1.8
Cc1ccc2[nH]c(=O)c(C(c3nnnn3Cc3ccccc3)N3CCc4ccccc43)cc2c1 (stereo not given)	64	0.36
COc1ccc(S(=O)(=O)N2CCCN(CC(=O)C(C)(C)C)CC2)cc1	-4	1
Cc1cc(NC(=O)CCC(=O)N(CC(=O)NCC2CCCO2)Cc2ccc(F)cc2)no1 (stereo not given)	11	0.89
CCC(Oc1ccccc1)C(=O)N1CCN(CC)CC1 (stereo not given)	4	0.96
Cc1ccc(N=C2CCCCCN2C)c(C#N)c1	5	0.95
CC1=Nc2cccc3cccc(c23)N1	16	0.84
CS(=O)(=O)N(CC(=O)NC1CC2CCC1C2)c1cccc(C(F)(F)F)c1 (stereo not given)	2	0.98

Laid out differently: results already given
Second line of a record – IAP activation	IAP activation Fold change
> Cc1cccc(N(C)C(=O)CCS(=O)(=O)c2cccc3nonc23)c1
    -2	1
> Cc1c(Cl)cccc1NC(=O)CC1NCCNC1=O (stereo not given)
    4	0.96
> COc1ccc(Cn2nnnc2CN2CCc3ccccc3C2)cc1
    -8	1.1
> CCN(C(=O)C(C)N1C(=O)/C(=C/c2ccco2)SC1=S)C1CCS(=O)(=O)C1 (stereo not given)
    70	0.3
> CCOC(=O)CC(=O)CSc1nc2c(C)c(C)ccc2cc1C
    2	0.98
> COc1ccc(C(c2nnnn2CS(=O)(=O)c2ccc(C)cc2)N2CCN(c3ncccn3)CC2)cc1 (stereo not given)
    8	0.92
> CC(C)NS(=O)(=O)c1ccc(CCC(=O)NCc2ccco2)cc1
    11	0.89
> COc1ccc(NC(=O)C2CCN(C(=O)NC3CCCCC3)CC2)c(OC)c1
    9	0.91
> COc1cc(NC(=O)CN(c2cc(C)cc(C)c2)S(=O)(=O)c2c(C)noc2C)cc(OC)c1
    -83	1.8
> Cc1ccc2[nH]c(=O)c(C(c3nnnn3Cc3ccccc3)N3CCc4ccccc43)cc2c1 (stereo not given)
    64	0.36
> COc1ccc(S(=O)(=O)N2CCCN(CC(=O)C(C)(C)C)CC2)cc1
    -4	1
> Cc1cc(NC(=O)CCC(=O)N(CC(=O)NCC2CCCO2)Cc2ccc(F)cc2)no1 (stereo not given)
    11	0.89
> CCC(Oc1ccccc1)C(=O)N1CCN(CC)CC1 (stereo not given)
    4	0.96
> Cc1ccc(N=C2CCCCCN2C)c(C#N)c1
    5	0.95
> CC1=Nc2cccc3cccc(c23)N1
    16	0.84
> CS(=O)(=O)N(CC(=O)NC1CC2CCC1C2)c1cccc(C(F)(F)F)c1 (stereo not given)
    2	0.98

The results go on:
SMILES	IAP activation	IAP activation Fold change
COc1ccc(NC(=O)C(=O)NCCN2CCN(C(=O)C(c3ccccc3)c3ccccc3)CC2)cc1	-5	1.1
CN(C)C(CNC(=O)c1cccc(S(=O)(=O)N(C)C)c1)c1ccccc1 (stereo not given)	-7	1.1
COc1ccc(C2=[N+]([O-])C(C)(C)N(O)C2C)cc1 (stereo not given)	-11	1.1
C[C@H](CO)N1C[C@H](C)[C@@H](CN(C)C(=O)Nc2ccc(C(F)(F)F)cc2)Oc2ccc(NC(=O)Nc3ccc4c(c3)OCO4)cc2C1=O	-58	1.6
CCCc1nc2ccccc2c(C(=O)OCC(=O)Nc2cccc(S(=O)(=O)N3CCOCC3)c2)c1CC	6	0.94
O=C1/C(=C\c2ccco2)SC(=S)N1c1ccccc1	57	0.43
CCOc1ccc(NC(=O)CN(C)c2nnnn2-c2ccccc2)cc1OCC	7	0.93
CCOc1cc(-c2noc(-c3cccnc3)n2)ccc1OC	1	0.99
COC(=O)C(NC(=O)COc1ccccc1)(Nc1nc2c(s1)CCCC2)C(F)(F)F (stereo not given)	2	0.98
CCC(=O)Nc1ccc(NC(=O)CSc2nnnn2CC)cc1C	9	0.91
O=C1CCCc2c1cc(C(=O)NCc1ccco1)c(=O)n2-c1ccc(Cl)cc1	-4	1
COCC(C)NCc1cccc(OC)c1OC (stereo not given)	-14	1.1
NC(=O)c1cc(-c2ccccc2)sc1NC(=O)Cc1ccc(S(=O)(=O)N2CCOCC2)s1	7	0.93
O=C(Cc1cc(=O)oc2cc(O)ccc12)NCC1CCC(C(=O)O)CC1 (stereo not given)	4	0.96
Oc1ccccc1-c1cc(-c2ccco2)[nH]n1	86	0.14
O=C(c1ccco1)N1CCC(n2nnc3ccccc32)CC1	5	0.95
COc1ccccc1NC(=O)CSc1nnc(CC(=O)Nc2ccccc2)n1C	-6	1.1
Cc1cc(C)c(C#N)c(SCc2nc3ccccc3[nH]2)n1	-4	1
Cc1ccccc1Nc1nc(N)nc(COC(=O)c2cccn2C)n1	3	0.97
COc1cc(OC)c2c(-c3cccc(-c4ccc(C(F)(F)F)cc4)c3)cc(=O)oc2c1	5	0.95
O=S(=O)(NCc1cccs1)c1cccc(S(=O)(=O)N2CCCCC2)c1	10	0.9
CCOC(=O)c1cnc(SCC(C)C)nc1N	-10	1.1
c1ccc(OCc2nn3c(-c4ccccn4)nnc3s2)cc1	0	1
Brc1ccc(-c2nnc(SCCC3OCCCO3)o2)cc1	-7	1.1
COc1cc(NC(=O)Cn2cnc3c(NCc4ccccc4)ncnc32)cc(OC)c1OC	-4	1
CCOC(=O)C1=C(CN2CCN(c3ccc(F)cc3)CC2)NC(=O)NC1c1cccs1 (stereo not given)	-4	1
COc1ccc(C(=S)Nc2ccc(N(C)C)cc2)cc1	11	0.89
COc1ccccc1-c1cc(C(=O)NCCc2ccccc2)no1	-3	1
O=C(c1c(F)c(F)c(F)c(F)c1F)N1CCN(c2cccc(C(F)(F)F)c2)CC1	4	0.96
COc1ccc2c(=O)c3c(=O)n(Cc4ccco4)c(C(C)C)nc3oc2c1	-9	1.1
COc1cc2oc(=O)cc(-c3ccc(-c4ccc(C)cc4)cc3)c2c(OC)c1OC	7	0.93
CCCN(CCC)C(=O)c1c(NC(=O)CC)sc2c1CCCCC2	7	0.93
CCOC(=O)C1=CN(Cc2ccco2)S(=O)(=O)NC1c1ccc(Br)cc1F (stereo not given)	1	0.99
CCOC(=O)CSc1nc2ccccc2c(=O)n1CC1CCCO1 (stereo not given)	8	0.92
CC(Oc1ccc(Cl)cc1)c1ccnn1S(=O)(=O)c1ccccc1 (stereo not given)	7	0.93
CC(C)CCn1nc(C(=O)OC(C)C(=O)NC(N)=O)c2ccccc2c1=O (stereo not given)	3	0.97
CC(=O)NC(=S)Nc1ccc(NC(=O)COc2ccc(Cl)cc2)cc1	-6	1.1

An excerpt. The share of hits here may be higher or lower than overall.
